# High-throughput results: PubChem BioAssay, National Center for Advancing Translational Sciences (NCATS)
# TSHR antag: Antagonists of the Thyroid Stimulating Hormone Receptor: HTS campaign. TSHR-expressing cells, TSH-stimulated cAMP HTRF, 2 h; stronger effect = lower value. activity change, negative = inhibition, % at 11.5 µM. hit rate 0.2% among 330,000. AID 504810, 2011;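 active means activity change below a set negative limit, meaning inhibition stronger than a set level, cut at about -70% in these data; inconclusive means activity change between two set negative limits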; further: on the % scale 0 is the no-effect control and ±100 the full control effect
# Target sequence (P16473 whole entry, looked up): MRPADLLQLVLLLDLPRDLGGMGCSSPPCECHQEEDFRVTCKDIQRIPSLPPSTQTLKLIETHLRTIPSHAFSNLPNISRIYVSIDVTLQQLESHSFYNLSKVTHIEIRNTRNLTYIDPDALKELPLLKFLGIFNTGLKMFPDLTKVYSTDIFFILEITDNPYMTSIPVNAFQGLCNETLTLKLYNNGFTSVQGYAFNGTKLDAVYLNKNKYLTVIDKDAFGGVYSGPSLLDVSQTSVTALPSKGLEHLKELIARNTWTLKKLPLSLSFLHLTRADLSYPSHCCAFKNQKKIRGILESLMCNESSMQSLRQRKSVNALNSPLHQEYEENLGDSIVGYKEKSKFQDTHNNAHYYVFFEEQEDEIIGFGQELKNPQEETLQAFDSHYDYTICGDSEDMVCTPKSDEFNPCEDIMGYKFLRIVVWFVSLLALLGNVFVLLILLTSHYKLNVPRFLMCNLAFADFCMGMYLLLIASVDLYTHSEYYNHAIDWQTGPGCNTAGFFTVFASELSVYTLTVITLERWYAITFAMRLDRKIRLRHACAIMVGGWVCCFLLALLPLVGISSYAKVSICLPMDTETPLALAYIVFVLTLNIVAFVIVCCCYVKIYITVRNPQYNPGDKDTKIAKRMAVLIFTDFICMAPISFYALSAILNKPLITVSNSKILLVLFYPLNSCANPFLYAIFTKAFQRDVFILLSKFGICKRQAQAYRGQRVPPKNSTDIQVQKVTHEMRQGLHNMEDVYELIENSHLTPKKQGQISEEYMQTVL
#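 Competitive HTRF cAMP read-out (cryptate anti-cAMP antibody, cAMP-d2; 30 min, room temperature) in freshly harvested TSHR cells. Compounds added before TSH at EC80 (4nM final), followed by 2 hours' incubation at 37 deg C.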
# BCR signal inh: qHTS Assay to Find Inhibitors of Chronic Active B-Cell Receptor Signaling. ABC-DLBCL IkBa-CBG/CBR reporter, luminescence ratio, 4 h. Potency, µM (titrated, usually from 46.1 µM), inactives show at the top dose ratio change, negative = lower green/red ratio, hits mostly inhibitors. hit rate 0.05% among 340,000. AID 493014, 2011; active means well fitted inhibition curve with a large enough effect in the signal ratio, with a control signal flat, not every such curve was filed as active; inconclusive means small, poorly fitted or top-dose-only effect, or effect the other way, or a change in a side signal; the % refers to the signal ratio;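 further: potency means the concentration at half of the fitted maximal effect; plate controls were basal doxycycline-induced cells for no effect and cells given 10 µM MG132 for full effect; MG132 reads +100%, hits lower the ratio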
#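 Compounds up to 46 uM were incubated four hours with TMD8 cells whose green CBG68 luciferase is fused to IkappaBalpha; red CBR luminescence normalised the signal, and concentration-effect curves were fitted to fusion, red and ratio data.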
# hERG WT inh: qHTS for Inhibitors of KCHN2 3.1: Wildtype qHTS; Voltage-gated inwardly rectifying potassium channel KCNH2 (Homo sapiens), Q12809; U2OS, BacMam KCNH2, thallium flux FluxOr; stronger effect = lower value; activity change, % at 1.84 µM; hit rate 0.37% among 340,000; AID 720551, 2013;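 active means maximum activity change below -70%; inconclusive means maximum activity change between -70% and -50%; inactive means maximum activity change above -50%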; further: on the % scale 0 is the no-effect control and ±100 the full control effect
#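 U2OS cells transduced with wild-type KCNH2 virus are loaded with FluxOr dye for 45 min, and thallium flux is measured in kinetic reads before and after stimulation buffer. Rate constants are normalized to DMSO controls.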
# A-T KAP1 phos: qHTS Assay for Identifying a Potential Treatment of Ataxia-Telangiectasia. […] A-T fibroblasts, KAP-1 phosphorylation AlphaLISA; neocarzinostatin DNA damage 30 min before lysis. Potency, µM (titrated, usually from 57.5 µM), inactives show at the top dose activation, most hits filed as activators. hit rate 0.19% among 320,000. AID 485349, 2010; further: potency means the concentration at half of the fitted maximal effect; % of control where 0% means no effect; nearly all actives have a fitted effect of over 45% in size
#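 hTERT-immortalized A-T patient fibroblasts ([…]), 500 cells/well in OPTI-MEM, 1% FBS, got compounds for 60 min, then NCS for 30 min at 37C. Lysates were then assayed for phospho-KAP-1 by AlphaLISA (anti-pKAP1 donor, anti-KAP1 acceptor beads), 6 hr at 25C.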
# GALK inh: qHTS Assay for Inhibitors of Human Galactokinase (GALK); Potency, µM (doses to about 57.5 µM), without a hit: at the highest dose activity change, negative = inhibition, most hits filed as inhibitors; hit rate 0.007% among 270,000; Purified GALK, Kinase-Glo residual ATP luminescence; further: potency means the concentration at half of the fitted maximal effect; on the % scale 0 is the no-effect control and ±100 the full control effect
#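 5 nM enzyme, 35 uM ATP, 100 uM galactose, 20 mM HEPES pH8.0, 5 mM MgCl2; 1 h RT; residual ATP by Kinase-Glo Plus luminescence, qHTS format.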
# Giardia kill: Small Molecules that selectively kill Giardia lamblia: qHTS; Giardia lamblia trophozoite viability; activity change, % at 7.66 µM, hits read low; hit rate 0.15% among 340,000; AID 540267, 2011; in the data active means activity change below about -80%; inconclusive means between about -30% and that limit;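 further: parasites exposed to compound for two days anaerobically before the ATP read; on the % scale 0 is the no-effect control and ±100 the full control effect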
#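 Trophozoite viability was measured as ATP-dependent luminescence, read 15-30 min after reagent addition. Before that, parasites at 100 cells/well were exposed to compounds for 48 h, anaerobically, at 37 deg C.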
# Coupling enz: qHTS Assay for Inhibitors of Fructose-1,6-bisphosphate Aldolase from Giardia Lamblia: Coupling assay counterscreen; coupling enzyme system counterscreen, AmpLite Red fluorescence; activity change, negative = inhibition, % at 58.2 µM, hits read low; hit rate 0.67% among 290,000; AID 2472, 2010; in the data active means activity change below about -30%; further: on the % scale 0 is the no-effect control and ±100 the full control effect
#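 Counterscreen lacking aldolase: glyceraldehyde-3-phosphate coupling-enzyme reagent preincubated 10 min at RT with compound (at 57.5 uM final), then substrate/coupling system with AmpLite Red added; fluorescence read at 525/598 nm after 20 min RT.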
# CXXC DNA block: qHTS Fluorescence Polarization Assay for Inhibitors of MLL CXXC domain - DNA interaction. Histone-lysine N-methyltransferase 2A (Homo sapiens), Q03164. MLL-CXXC / FITC-HOXA9 DNA fluorescence polarization. Potency, µM (doses to about 115 µM), inactives show top-dose activity change, negative = inhibition, most hits filed as inhibitors. hit rate 0.037% among 290,000. AID 2662, 2010; active means well fitted inhibition curve with a large enough effect in the polarisation, with a control signal flat, not every such curve was filed as active; inconclusive means small, poorly fitted or top-dose-only effect, or effect the other way, or a change in a side signal; inactive means no such curve, though single readings can be large or run the other way; the % refers to the polarisation; further: potency means the concentration at half of the fitted maximal effect
#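 Steps: dispense CXXC domain solution (7 uM) → pin compounds or unlabeled HOX-A9 DNA control → 5 min ambient → add FLSN-HOX-A9 solution (50 nM) → spin → 30 min ambient → fluorescence polarization. Tris pH 7.5/NaCl/DTT/BSA buffer.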
# TCR activator: Activators of T cell receptors: qHTS campaign; primary human leukocytes, anti-CD3, IL-2 HTRF, 48 h; Potency, µM (titrated, usually from 9.22 µM), for the others: top-dose activation of IL-2 secretion, actives largely listed as activators; 330,000 tested, under 10 active; further: % of control where 0% means no effect
#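 HTRF read-out of IL-2 secretion: europium cryptate donor excited at 320nm, d2 acceptor emission at 665nm. Cells were primary human leukocytes incubated 48 hr with compounds and a-CD3 beads, supplying TCR signal only.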
# Tb PFK inh: qHTS Assay to Find Inhibitors of T. brucei phosphofructokinase | Potency, µM (top dose mostly 57.5 µM), for the others: top-dose activity, negative = inhibition, usual class: inhibitors | ATP-dependent 6-phosphofructokinase (Trypanosoma brucei brucei), O15648 | T. brucei PFK, ADP-Glo luminescence | hit rate 0.17% among 330,000;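 further: potency means the concentration at half of the fitted maximal effect; 0% = uninhibited 1x PFK enzyme wells and -100% = no-enzyme wells; nearly all actives have a fitted effect of over 60% in size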
#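 PFK 1.25 nM, F6P 0.5 mM, ATP 0.1 mM, 0.1 M TEA pH 8.0, 5 mM MgCl2, 0.01% Tween20, 0.1% BSA; 45 min RT. ADP-Glo readout. qHTS titration up to 57 uM; curves fitted, compounds curve-classed.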
# Numbers without * were called inactive; ? = inconclusive; nt = not tested or not shown; & = joins results of further samples; [ ] = another dose, or the depositor's remark. Unless noted, the call rests on the fitted dose curve; in most records, active means well fitted curve in the direction sought with a large enough effect; inconclusive means small, poorly fitted or top-dose-only effect, or another doubt; inactive means no such curve, though single readings can be large; an effect the other way counts as inactive or inconclusive.
SMILES,TSHR antag,BCR signal inh,hERG WT inh,A-T KAP1 phos,GALK inh,Giardia kill,Coupling enz,CXXC DNA block,TCR activator,Tb PFK inh
Cc1cc2c(c(=O)n1CC1CCCO1)C(c1ccc3c(c1)OCO3)C(C#N)=C(N)O2 (stereo not given),7,-14%,1,-2%,-1%,-7,2,-3%,-1%,-2%
O=C1Cc2cc(S(=O)(=O)Nc3cccc([N+](=O)[O-])c3)cc3c2N1CCC3,21,19%,2,4%,0%,2,10,-8%,-2%,3%
COC(=O)C1C(=O)CC(C)(O)C(C(=O)OC)C1c1ccccc1F (stereo not given),4,?,11,6%,4%,29,-1,5%,-2%,6%
COc1ccc(C(C)(C)C)cc1NC(=O)Nc1ccc2c(c1)OCO2,-14,?,-10,-1%,-1%,4,0,-5%,-5%[46.1 µM],4%
CCC(=O)OCCn1c(=O)c2ccccc2c2ccccc2c1=O,3,-4%,-33,2%,7%,-4,-3,2%,9%,-2%
Cc1cccc(OCc2nnc(SCC(=O)OC3CCCCC3)o2)c1,-7,-1%,-6,-13%,1%,-17,0,-1%,0%,-1%
CC(C)CN1CCN(CCCc2ccccc2)C(CCO)C1 (stereo not given),-14,4%,4,2%,-1%,3,1,1%,nt,-1%
Cn1c(-c2ccsc2)c(-c2cccs2)c2cc(-c3ccc4[nH]ccc4c3)ccc21,10,4%,nt,10%,nt,-19,nt,nt,1%,8%
CC(C)c1ccc(C2NC(C(=O)O)CS2)cc1 (stereo not given),-4,0%,-17,1%,-2%,3,1,-6%,6%,0%
Cc1c(CCOC(=O)C23CC4CC(CC(C)(C4)C2)C3)sc[n+]1CC(=O)c1ccccc1,-4,?,-1,-3%,5%,-5,-1,-7%,-4%,-3%
Cc1cc(C)cc(OC(=O)C23CCC(C)(C(=O)O2)C3(C)C)c1 (stereo not given),2,0%,-1,3%,3%,-2,0,2%,7%,-2%
O=[N+]([O-])c1ncn(Cc2c(Cl)cccc2Cl)n1,10,-9%,-9,13%,nt,?,2,-4%,4%[46.1 µM],0%
O=C(COc1ccc2ccccc2c1)NCCNC(=O)COc1ccc2ccccc2c1,0,?,6,nt,5%,53[activator],2,39%[activator],7%,1%
CC1([N+](=O)[O-])COC2(OC1)C(=O)Nc1ccccc12 (stereo not given),4,7%,-2,-8%,0%,-22,4,3%,4%,0%
CS(=O)(=O)N1CCN(c2ccc(NC(=O)c3ccc(-c4ccc(Cl)cc4)o3)cc2)CC1,-1,18%,12,8%,0%,-1,0,9%,nt,-12%
CCC(CC)C(=O)NCc1ccc2c(c1)cc(C)n2C,-3,10%,4,2%,-5%,5,-3,5%,3%,2%
CN(CCn1ccnc1)Cc1cn(Cc2ccccc2)nc1-c1ccc2c(c1)OCO2,13,0%,4,-16%,2%,-16,3,5%,-10%,-3%
O=C(COC(=O)CNC(=O)c1ccco1)Nc1ccccc1OC(F)F,5,7%,10,17%,0%,2,3,?,-4%,-3%
Cc1cc(=O)oc2cc(OC(C)C(=O)NC3CCN(Cc4ccccc4)CC3)ccc12 (stereo not given),1,-8%,8,0%,1%,19,3,9%,4%,0%
CC[C@@H]1[C@H]2CCCC(=O)N3CC[C@@H](C[C@@H]1OC(=O)NCc1ccccc1)[C@@H]23,-5,1%,-6,-8%,nt,-1,2,3%,4%,0%
COc1cc(C)c(Cl)cc1S(=O)(=O)NCc1ccncc1,-19,6%,nt,8%,0%,nt,-6,-8%,nt,-4%
Cc1ccc(C2(C)NC(=O)N(CC(=O)N3CC(=O)Nc4ccccc43)C2=O)cc1 (stereo not given),7,-1%,2,11%,nt,11,nt,nt,-1%[46.1 µM],0%
COc1ccc(Cl)cc1Nc1nc(-c2cccnc2)cs1,5,-2%,-15,-1%,3%,14,-5,1%,4%,1%
Cc1oc(-c2cccs2)nc1CS(=O)CC(=O)NCCCOC(C)C (stereo not given),5,?,5,-4%,0%,5,nt,-2%,0%,1%
CCCC(=O)NNC(=O)c1ccoc1C,8,?,-1,6%,3%,7,0,6%,2%[46.1 µM],9%
NC(=O)c1ccc(NC(=O)CCCN2C(=O)c3ccccc3C2=O)cc1,-8,?,1,-1%,-1%,4,-8,4%,3%,4%
Cc1[nH]c(C)c(C(=O)/C=C/c2ccc([N+](=O)[O-])cc2)c1C,-23,?,-2,15%,0%,3,-1,-6%,nt,2%
COC(=O)CSc1nnc(SCc2ccccc2)s1,-19,?,-10,1%,7%,-14,3,4%,-3%,-1%
O=C(CNC(=O)c1ccc2c(c1)OCCO2)N/N=C/c1ccco1,-8,-4%,4,-5%,4%,3,1,-8%,-9%,-4%
NNc1ccccc1C(F)(F)F,7,-9%,7,2%,-3%,5,2,3%,4%,-2%
Cc1cc(C)cc(-n2c(C)cc(/C=C3\C(=N)N4N=C(CC(C)C)SC4=NC3=O)c2C)c1,2,-1%,3,-2%,nt,-3,-1,4%,0%[46.1 µM],-1%
Cc1ccc(NC(=S)N2CCN(CCN3C(=O)c4cccc5cccc(c45)C3=O)CC2)cc1,10,2%,-4,-5%,1%,9,1,-21%,2%,-3%
O=C(CN1CCCc2ccccc21)NC(=O)NCc1ccccc1,0,-4%,1,27%,-1%,-1,-3,-12%,15%,-6%
CCO[C@@H]1OC(C(=O)N2CCN(Cc3ccc4c(c3)OCO4)CC2)=C[C@H](c2ccc(Br)cc2)[C@H]1CCCO,-6,19%,nt,-3%,3%,1,0,-7%,-4%,0%
NC(=O)c1ccc[n+](Cc2ccccc2)c1,10,-1%,-10,-1%,1%,-10,-1,6%,2%[46.1 µM],-6%
Cc1cccc(NC(=O)c2cccc3c2-c2ccccc2C3=O)n1,-9,4%,6,2%,-1%,-10,0,6%,2%,5%
NS(=O)(=O)c1cccc(-n2cnnn2)c1,10,?,-22,-2%,nt,-28,2,-3%,1%,-2%
CC(=O)NCCC(=O)Nc1nc(-c2ccc3ccccc3c2)cs1,10,-1%,-29,-3%,-4%,2,0,-3%,4%,6%
COc1cc2c(cc1NC(=O)COC(=O)c1ccc(C(C)(C)C)cc1)oc1ccccc12,7,-13%,-3,1%,1%,32[activator],2,7%,-2%[46.1 µM],-1%
Cc1c(Cl)cccc1NC(=O)CSc1sc2c(O)cc(=O)[nH]c2c1C#N,-3,7%,-10,8%,-6%,9,0,0%,-6%,0%
O=S(=O)(c1ccc(F)cc1)N1CCN(S(=O)(=O)c2ccc3c(c2)OCCO3)CC1,10,1%,nt,1%,nt,-20,nt,nt,6%,9%
CCOC(=O)C1(Cc2ccccc2)CCCN(CCCn2cccn2)C1 (stereo not given),-6,0%,17,-5%[11.5 µM],-2%,3,1,0%,9%,3%
CCSc1ncc(Cl)c(C(=O)Nc2sc3c(c2C(=O)NCc2cccnc2)CCCC3)n1,0,2%,-1,6%,2%,13,1,25%,3%,3%
Cc1cc(C)n(C(C)CC(=O)Nc2ccc3c(c2)OCO3)n1 (stereo not given),3,-11%,6,2%,3%,13,1,0%,-14%,-1%
CCC(=O)c1cn(CC(=O)NCc2cccnc2)c2ccccc12,-11,1%,0,9%,2%,0,0,7%,-11%,1%
O=C(Nc1ccncc1)C1CCN(S(=O)(=O)c2cccs2)CC1,-12,-10%,-20,0%,0%,-5,-1,-5%,3%,-4%
Nc1c(Cl)ncnc1NCCO,5&11,1%&-7%,-6,-10%&4%,-1%&5%,22,5&4,-4%&2%,-2%,-3%&-7%
O/N=C/c1ccccc1OCc1ccc(Cl)cc1,-8,?,-7,-5%,1%,-10,1,-9%,4%,-2%
CCOc1ccc(NC(=O)N2CC=C(n3c(=O)[nH]c4ccccc43)CC2)cc1,27,1%,7,1%,-1%,-2,2,-2%,1%,4%
CCOc1ccccc1OCCCOc1ccc(C)cc1Br,-2,?,8,7%,-1%,8,0,11%,3%,3%
Cc1ccc(NC(=O)CC2S/C(=N/N=C/c3c[nH]c4ccccc34)NC2=O)cc1 (stereo not given),-6,0%,-11,2%,2%,9,7,35%[activator],-1%[46.1 µM],0%
Cc1ccc(-n2nc3c(=O)n(CC(=O)NC4CCCCC4)nc(C)c3c2C)cc1,8,4%,-1,5%,-3%,11,5,34%[activator],-2%,-2%
